GAA glycogen mod: alters human alpha-glucosidase cleavage of glycogen | Potency, µM (highest dose often 76.4 µM), inactives show at the top dose activity change, negative = inhibition, actives largely listed as inhibitors | P10253 | AID 2100 | recombinant GAA, glycogen substrate, Amplex Red glucose oxidase fluorescence | actives 0.38% (n = 300,000); active = well fitted inhibition curve with a large enough effect; inconclusive = small, poorly fitted or top-dose-only effect, or another doubt; inactive = no such curve, though single readings can be large or run the other way;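 note: 0% = full enzyme reaction and -100% = no-enzyme basal signal; the screen sought inhibitors and activators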
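qHTS, 1536-well; enzyme 4 nM final; cpd up to 77 uM; substrate bovine liver glycogen 30 ug; 50 mM citrate/phosphate pH 5.0, 0.01% Tween-20; 37 C, 40 min; Amplex Red detection 45 min RT; Hill fit → AC50.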
* hit, by the source's call; ? = inconclusive; [ ] = remark or other dose. Potency is the fitted concentration of half-maximal effect.

SMILES	GAA glycogen mod
COc1ccccc1N1CCN(C(=O)CNC(=O)c2ccc(Cl)cc2Cl)CC1	2.4%
COc1ccc(-c2cncnc2-c2ccc(OC)cc2O)cc1	2.5%
CCCCNC(=O)c1[nH]c2ccccc2c1Sc1ccc(C)cc1	-11.8%[76.3 µM]
Nc1cc(=O)[nH]c(SCC(=O)Nc2ccc(Oc3ccccc3)cc2)n1	1.9%
CCc1cc2c(=O)c(-c3nc4ccccc4n3C)coc2c(CN2CCCCC2)c1O	-7.2%
CN(Cc1ccccc1F)Cc1cc(=O)oc2cc(O)c(Cl)cc12	12.4%
O=C(NCCc1csc(-c2cccc(F)c2)n1)c1ccco1	-10.6%[76.3 µM]
CCOC(=O)c1cccc(NC(=O)CCC(=O)N2CC(C)Oc3ccc(C)cc32)c1 (configuration not stated)	6.6%[76.3 µM]
Cc1ccc(Cn2c(C3CCCN3c3nc(C)cs3)nc3cc(C(F)(F)F)ccc32)cc1 (configuration not stated)	5.0%[76.3 µM]
CN1CCN(S(=O)(=O)c2cccc(C(=O)N(Cc3nnc(-c4ccccc4Cl)o3)C3CC3)c2)CC1	-5.2%[76.3 µM]
COCCn1c(SCc2ccc(F)cc2)nc2c1c(=O)[nH]c(=O)n2C	1.3%[76.3 µM]
O=[N+]([O-])c1ccc(OCCCCN2CCc3ccccc3C2)cc1	-10.9%[76.3 µM]

Five structures from above, sorted by number of heavy atoms, lowest first:
SMILES	GAA glycogen mod
O=C(NCCc1csc(-c2cccc(F)c2)n1)c1ccco1	-10.6%[76.3 µM]
COc1ccc(-c2cncnc2-c2ccc(OC)cc2O)cc1	2.5%
O=[N+]([O-])c1ccc(OCCCCN2CCc3ccccc3C2)cc1	-10.9%[76.3 µM]
COc1ccccc1N1CCN(C(=O)CNC(=O)c2ccc(Cl)cc2Cl)CC1	2.4%
Cc1ccc(Cn2c(C3CCCN3c3nc(C)cs3)nc3cc(C(F)(F)F)ccc32)cc1 (configuration not stated)	5.0%[76.3 µM]

(next part)
SMILES	GAA glycogen mod
COc1ccc(N(Cc2cccs2)C(=O)COc2cccc(Cl)c2)cc1	6.5%[76.3 µM]
COc1ccccc1NC(=O)C1CCCN(S(=O)(=O)c2ccc(-n3cnnn3)cc2)C1 (configuration not stated)	0.2%
Cc1c(C)c2c(OCC(=O)Nc3ccc(CCO)cc3)cc3c(c2oc1=O)CCC(C)(C)O3	3.4%[76.3 µM]
Cc1cc(S(=O)(=O)NC2CCCC2)ccc1-n1cnnn1	-4.4%
CCc1nc2ccc(C(=O)NCCCN3CCN(c4ccccc4F)CC3)cc2nc1CC	-2.0%
COc1cc(NC(=O)CN2Cc3ccccc3C2=O)cc(OC)c1OC	-6.1%[76.3 µM]
O=[N+]([O-])c1ccc(COc2cccc3cccnc23)cc1	6.4%
COc1cc(C)ccc1OCCSc1nnc(-c2ccc(C)cc2)o1	-10.9%[76.3 µM]
O=C(CCc1nnc2n(Cc3ccccc3)c(=O)c3ccccc3n12)NCCCN1CCCCC1	4.6%[76.3 µM]
COc1ccc(NC(=O)CSc2nnc(-c3ccco3)c(-c3ccco3)n2)cc1OC	-4.6%
Cc1cc(/C=C2\SC(=O)NC2=O)c(C)n1-c1ccc(N(C)C)cc1	6.9%[76.3 µM]
COc1ccc2nc(C)cc(Nc3ccc(N4CCN(C)CC4)cc3)c2c1	4.0%
CCCn1c2ccccc2c2cnn(CC(=O)N(CC)CC)c(=O)c21	1.7%
O=C(CCc1nc(-c2cccs2)no1)Nc1ccc([N+](=O)[O-])cc1	12.9%[76.3 µM]
COc1cccc(CN2CCN(C(=O)c3cccc4ccccc34)CC2)c1	14.3%[76.3 µM]
COc1ccc(CCNC(=O)CCc2cn(Cc3ccc(F)cc3)c3ccccc23)cc1OC	-8.4%[76.3 µM]
Cc1ccccc1N1C(=O)CC(N2CCN(C(=O)c3ccco3)CC2)C1=O (configuration not stated)	-7.5%[76.3 µM]
COc1ccc(NC(=O)c2ccc3[nH]c(C)c(C)c3c2)c(OC)c1	3.8%
Cc1ccc2c(c1)C(=O)C(=O)N2CC1COc2ccccc2O1 (configuration not stated)	0.6%
CC(C)Oc1ccc(C2NC(=O)c3ccccc3O2)cc1 (configuration not stated)	-5.9%[76.3 µM]
Cc1cc2oc(C(=O)NCc3ccccc3)cc(=O)c2cc1C	4.5%
CC1CCc2c(sc(NC(=O)c3cccs3)c2C(=O)O)C1 (configuration not stated)	-6.4%
Cc1nonc1CN(C)C(=O)c1cc(COc2ccc(F)cc2Cl)on1	-8.9%[76.3 µM]
CN(C(=O)CCc1ccccc1F)C1CCCN(Cc2ccccc2F)C1 (configuration not stated)	11.5%[76.3 µM]
C/C(CC(=O)Nc1ccc(N(C)C)cc1)=N\NC(=O)c1ccc(Cl)cc1	-0.6%
O=C(Nc1cccc(-n2cnnn2)c1)c1cc2ccccc2o1	-4.0%[76.3 µM]
COc1ccc(-n2cc(C(=O)NCc3cccc(OC)c3)c3ccccc3c2=O)cc1	-13.8%[76.3 µM]
NC(=O)COc1ccc(/C=N\NC(=O)CC(=O)NCCc2ccccc2)cc1	-2.0%
O=C(c1cc(-c2ccccc2)n[nH]1)N1CCN(S(=O)(=O)c2ccccc2)CC1	11.4%[76.3 µM]
CCN(C(=O)Nc1cccc(Cl)c1)c1ccccc1	-1.8%[76.3 µM]
O=C(O)c1cccc(OCCN2CCCC2=O)c1	-3.0%[76.3 µM]
Cc1ccccc1CNC(=O)c1ccc(CSc2nc3cccnc3n2Cc2ccccc2)cc1	2.7%[76.3 µM]
CCOC(=O)c1cn(CC)c2cc(N3CCN(C)CC3)c(F)cc2c1=O	1.9%
Cc1c(CC(=O)NCC(=O)O)c(=O)oc2cc3oc4c(c3cc12)CCCC4	3.2%
CCOC(=O)C1CCN(C(=O)C2CCN(S(=O)(=O)c3ccc4ccccc4c3)CC2)CC1	-3.2%[76.3 µM]
Cc1ccccc1-c1noc(-c2nnn(-c3ccccc3C)c2N)n1	-29.8%[76.3 µM]
Cc1ccc(S(=O)(=O)c2nc(-c3ccccc3Cl)oc2NCCCN2CCOCC2)cc1	-2.5%[76.3 µM]
O=c1cc(C(F)(F)F)nc(SCc2cccc3ccccc23)[nH]1	0.7%[76.3 µM]
COc1ccccc1C(=O)NCCC(=O)N1CCCC(C)C1 (configuration not stated)	5.2%[76.3 µM]
COc1ccc(N2CCN(S(=O)(=O)c3ccc(-c4cnc(C5CC5)o4)cc3)CC2)cc1	-0.7%[76.3 µM]
COc1ccc(-c2noc(-c3ccc(N4CCCCC4C)c([N+](=O)[O-])c3)n2)cc1OC (configuration not stated)	1.4%[76.3 µM]
CC(NC(=O)c1cccc(OC2CCN(C3CCN(C)CC3)CC2)c1)c1ccccc1 (configuration not stated)	-2.8%[76.3 µM]
CCOC(CNc1cc(C)nc2c(-c3ccccc3OC)c(C)nn12)OCC	3.1%
Nc1ccc(CCC(=O)N2CCCC2)cc1	-7.2%[76.3 µM]
CCN(CC)CCCN(C(=O)c1cccc(C)c1)c1nc(-c2ccc(OC)cc2)cs1	-2.0%[76.3 µM]
CCN1CCc2c(sc(NC(=O)c3ccc(S(=O)(=O)N(CC)c4ccccc4)cc3)c2C(N)=O)C1	?
CC(=O)Nc1ccc(N=NC2C(=O)N(C(N)=S)N=C2C)cc1 (configuration not stated)	-14.0%[76.3 µM]
CCc1cccc(NS(=O)(=O)c2c(C)nc3scc(C)n3c2=O)c1	1.2%
CCC1=NN2C(=N)/C(=C/c3ccc(OS(=O)(=O)c4ccccc4)cc3)C(=O)N=C2S1	-2.8%[76.3 µM]
O=C(NC1CCCCC1)C(c1ccc(F)cc1)N(C(=O)c1csnn1)C1CCCC1 (configuration not stated)	1.4%
CCn1c(=O)c2ccccc2n(Cc2cccc([N+](=O)[O-])c2)c1=O	11.6%
CN(CC(=O)Nc1ccccc1)CC(=O)Nc1ccc(F)cc1	-1.8%
Cc1ccc(C(=O)Nc2ccc(Nc3ccccc3)cc2)c(Cl)c1	8.0%[76.3 µM]
N#Cc1ccc(OC(=O)c2cnccn2)cc1	10.3%
O=C(Nc1ccc(-n2ccc(C(F)(F)F)n2)cc1)c1cccs1	1.4%[76.3 µM]
Cc1[nH]n(C(N)=S)c(=O)c1N=Nc1ccccc1C(F)(F)F	14.9%
COCCCNC(=O)c1oc2c(c1C)-c1nn(Cc3ccccc3Cl)cc1CC2	2.0%[76.3 µM]
CCn1cc(C(=O)NC2CC(C)(C)Cc3c2cnn3-c2cccc(F)c2)cn1 (configuration not stated)	-3.6%[76.3 µM]
Cc1ccc(-c2csc(NCCn3c(-c4ccncc4)nc4ccccc43)n2)cc1	-4.6%[76.3 µM]
C=CCC1NS(=O)(=O)O[C@H](CCCC)[C@@H]1O (some centres not stated)	19.8%[76.3 µM]

Further records
SMILES	GAA glycogen mod
CCOC(=O)C1CCCN(C(=O)c2cc3cc(OC)c(OC)cc3[nH]2)C1 (configuration not stated)	1.8%
CCC(NS(=O)(=O)c1ccc2c(c1)NC(=O)C(C)C(=O)N2)c1cccs1 (configuration not stated)	0.6%[76.3 µM]
CC(=O)Nc1ccc(S(=O)(=O)N2CCN(C(=O)c3ncoc3-c3ccc(F)cc3)CC2)cc1	-18.2%[76.3 µM]
COC(=O)C1=C(C)N(Cc2ccccc2)C(=S)N[C@H]1c1cccc(C(F)(F)F)c1	-2.0%[76.3 µM]
Nc1nc2c(nc(SCc3ccccc3Br)n2[C@@H]2O[C@H](CO)[C@@H](O)[C@H]2O)c(=O)[nH]1	1.6%
C/C(=N\NC(=O)c1cccnc1)c1ccccc1	10.2%[76.3 µM]
CCNc1nc(NCC)nc(N(C)/N=C/c2ccco2)n1	-15.1%
COc1cc(Cl)c(C)cc1NC(=O)Cn1ncc2c([nH]c3ccccc32)c1=O	-5.8%[76.3 µM]
Cn1nc(C(=O)NCc2ccccc2)c2c1-c1ccccc1SC2	-16.2%[76.3 µM]
O=C(CCS(=O)(=O)c1ccc(Br)cc1)NCCC1=CCCCC1	1.8%[76.3 µM]
CCOC(=O)C1CCN(Cc2ccccn2)CC1	17.1%[76.3 µM]
O=C(NCc1ccc(F)cc1)C(c1ccccc1)c1ccccc1	-2.1%[76.3 µM]

The final four entries of the section above open the next one.
SMILES	GAA glycogen mod
Cn1nc(C(=O)NCc2ccccc2)c2c1-c1ccccc1SC2	-16.2%[76.3 µM]
O=C(CCS(=O)(=O)c1ccc(Br)cc1)NCCC1=CCCCC1	1.8%[76.3 µM]
CCOC(=O)C1CCN(Cc2ccccn2)CC1	17.1%[76.3 µM]
O=C(NCc1ccc(F)cc1)C(c1ccccc1)c1ccccc1	-2.1%[76.3 µM]
Cc1ccc(C)c(Nc2nc3ccccc3n3cnnc23)c1	0.2%
COCCCNC(=O)c1ccccc1N(Cc1ccccc1)S(=O)(=O)c1ccc(OC)cc1	1.6%[76.3 µM]
COc1ccc(Cl)cc1NC(=O)Nc1ccc(C(=O)N2CCOCC2)cc1	4.8%[76.3 µM]
CC1CN(c2ccc([N+](=O)[O-])c(NCCOc3ccccc3)c2)CC(C)N1 (configuration not stated)	3.8%[76.3 µM]
COc1ccc(C(C)(C)C)cc1NC(=O)c1ccc[n+]([O-])c1	6.2%
O=C(CCN1C(=O)/C(=C/c2ccccc2Cl)SC1=S)Nc1cccnc1	-10.1%[76.3 µM]
CCOc1ccc(NC(=O)CCCCCN2C(=O)[C@@H]3Cc4ccccc4CN3C2=O)cc1	-4.2%[76.3 µM]
COc1cc(C(=O)Nc2ccccc2C(=O)NCc2cccnc2)cc(OC)c1OC	4.9%
Cc1ccc(CSc2cn(CC(=O)N3CCCCCC3)c3ccccc23)cc1	-7.5%[76.3 µM]
CC(SCc1ccc(C(=O)O)o1)c1ccc(C(=O)O)o1 (configuration not stated)	0.5%
CCc1ccccc1NC(=S)N1CCCCCC1	-8.4%[76.3 µM]
COc1ccc(NC(=O)Cn2ccn(-c3ccc(F)c(F)c3)c(=O)c2=O)cc1Cl	14.4%[76.3 µM]
CCc1cc(S(=O)(=O)N2CCN(C(=O)c3ccco3)CC2)ccc1OC	-1.7%[76.3 µM]
O=C(COc1cccc2ccccc12)Nc1cc(Cl)ccc1C(=O)O	-7.7%[76.3 µM]
O=C(CSc1cn(CC(=O)N2CCCCC2)c2ccccc12)NCc1ccccc1Cl	9.7%[76.3 µM]
COc1ccc(CCN(C)CC(O)COc2c(C)ccc(C)c2C)cc1OC (configuration not stated)	-1.3%
Cc1ccc(Cn2c(=S)[nH]c3ccccc3c2=O)cc1	1.6%
O=C(Nc1cccc(O)c1)c1cc(-c2ccccc2Cl)on1	-10.3%[76.3 µM]
CC(C)N(CCCNC(=O)Cn1c(=O)c2cccn2c2ccc(F)cc21)Cc1ccccc1	-1.5%[76.3 µM]
Cc1ccccc1C(=O)NC1CCN(CC(=O)Nc2ccc(Br)cc2)CC1	-3.1%[76.3 µM]
O=C(c1ccc(Br)o1)N1CCC(Cc2ccccc2)CC1	-6.5%[76.3 µM]
CC(C)c1cc(C(=O)N2CCCC(N3CCN(c4ccc(F)cc4)CC3)C2)n(C)n1 (configuration not stated)	-13.5%[76.3 µM]
COc1ccccc1N1CCN(C(=O)c2cc3cc(C)ccc3[nH]2)CC1	2.6%[76.3 µM]
CCN(CC)CCOC(=O)c1ccc(NC(=O)c2nn(C)c3c2COc2ccccc2-3)cc1	-6.9%[76.3 µM]
CC(NC(=O)c1ccccc1OC(F)F)c1ccc(-n2ccnc2)cc1 (configuration not stated)	2.2%[76.3 µM]
COCCNC(=O)c1cccc(OC2CCN(Cc3cccc(C(C)=O)c3)CC2)c1	14.4%[76.3 µM]
Cc1cc(Cl)c2oc(C(=O)N3CCCCC3CCN3CCCC3=O)c(C)c2c1 (configuration not stated)	-8.5%[76.3 µM]
CCS(=O)(=O)N1CC(=O)N(c2cccc(C)c2C)C(C)(C(=O)NC2CCCCCC2)C1 (configuration not stated)	-3.9%[76.3 µM]
Cc1nnc(SCC(=O)Nc2cccc(Cl)c2)n1CC1CCCO1 (configuration not stated)	2.4%

Screens: PubChem, National Center for Advancing Translational Sciences (NCATS)

A portion of the library; count on the stated rates, not on these rows.
